Nrf2 block: Nrf2 pathway inhibition; A549 ARE-Fluc reporter, luciferase luminescence, 18-24 h; Potency, µM (highest dose often 46 µM), for the others: at the highest dose activity change, negative = inhibition, most hits filed as inhibitors; actives 2.1% (n = 360,000); AID 504444; note: potency is the fitted concentration of half-maximal effect; % is set by controls: 0 for no effect and ±100 for the full control effect; nearly all actives have a fitted effect of over 60% in size
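Nrf2 activity is the BugLite luminescence, read 15 min after reagent at room temperature, following CellTiter-Fluor cytotoxicity readout (30 min, 37C). Compound titrations were applied for 18-24 h to 5000 A549 ARE_Fluc cells/well in 5% FBS OPTI-MEM.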
A549 viability: A549 cytotoxicity, counter-screen for Nrf2 inhibitors; A549 ARE-Fluc cells, CellTiter-Fluor viability, 18-24 h; Potency, µM (highest dose often 46 µM), inactives show at the highest dose activity change, negative = cytotoxicity, hits mostly inhibitors; actives 0.16% (n = 390,000); AID 504648; note: potency is the fitted concentration of half-maximal effect; % is set by controls: 0 for no effect and ±100 for the full control effect
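A549 ARE_Fluc cells in 5% FBS OPTI-MEM were exposed to compounds in concentration-response for 18-24 h at 37 deg C. Viability was read by CellTiter-Fluor fluorescence (Ex 405/Em 525) after 30 min, before the luciferase read.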
HepG2 tox: HepG2 cytotoxicity, counter-screen for TGF-b inhibitors; HepG2 CAGA-GFP viability, ATP luminescence, 18 h; Potency, µM (series often up to 46.1 µM), inactives show top-dose activity change, negative = cytotoxicity, hits mostly cytotoxic; actives 0.76% (n = 410,000); AID 588856; note: potency is the fitted concentration of half-maximal effect; some results filed as inactive show a strong effect at the top dose
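HepG2 CAGA-GFP cells (1000/well, DMEM with 1% FBS) received compound, then TGF-beta at 500 pg/mL final, and were incubated 18 hours at 37 degrees C. Viability was read by CellTiter-Glo luminescence. Media-only wells were set as complete cell-killing and DMSO as no toxicity.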
IL1B secr inh: inhibitors of inflammasome signaling (IL-1 beta secretion). THP-1 LPS/ATP IL-1B secretion, AlphaLISA, 16 h; active compounds read low. activity change, % at 57.5 µM. actives 4.7% (n = 360,000). AID 743279; in the data active = activity change below about -50%; inconclusive = mostly about -30% to -49%; note: % is set by controls: 0 for no effect and ±100 for the full control effect
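Secreted IL-1B measured by AlphaLISA bead assay after 16 h compound exposure of THP-1 cells; compounds (final up to 57.5 uM) added 1 h before LPS (250 ng/mL) and ATP (1.25 mM) stimulation; lower signal means less secretion.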
TGFb inhibitor: inhibitors of TGF-b signaling | Potency, µM (highest dose often 46.1 µM), for the others: at the top dose activity, negative = inhibition, actives largely listed as inhibitors | HepG2 CAGA-GFP TGF-b/SMAD3 reporter, GFP fluorescence, 18 h; TGF-beta stimulated, 500 pg/mL final | actives 1.2% (n = 410,000) | AID 588855; note: potency is the fitted concentration of half-maximal effect; % is set by controls: 0 for no effect and ±100 for the full control effect; nearly all actives have a fitted effect of over 65% in size
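HEPG2 CAGA-GFP cells (1000/well, DMEM with 1% FBS) were pre-incubated 2 h at 37 degrees C, given compound by pin tool, then stimulated with TGF-beta at 500 pg/mL final for 18 h before per-cell GFP fluorescence imaging.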
Nrf2 ARE act: activates Nrf2 signaling; AREc32 ARE-luciferase reporter (MCF7-derived line), luminescence, 24 h; Potency, µM (doses to about 46.1 µM), without a hit: top-dose activation, usual class: activators; actives 0.31% (n = 410,000); AID 624171; note: potency is the fitted concentration of half-maximal effect; % of control where 0% means no effect; nearly all actives have a fitted effect of over 65% in size
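Each well held 1000 AREc32 cells, which were incubated with compound for 24 hr at 37 deg C after overnight attachment, and ARE reporter activity was quantified by firefly luciferase luminescence.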
MCF10A rereplic: inducers of DNA re-replication in MCF 10A breast cells; MCF 10A DNA re-replication, Hoechst nuclear intensity, 48 h; Potency, µM (doses to about 46.1 µM), inactives show at the highest dose activity, positive = re-replication, most hits filed as activators; actives 2.9% (n = 350,000); note: potency is the fitted concentration of half-maximal effect; % of control where 0% means no effect; nearly all actives have a fitted effect of over 50% in size
ATXN2 expr inh: reduces ATXN2 reporter expression in HEK-293 cells | HEK-293 ATXN2-luciferase reporter, luminescence, 24 h | Potency, µM (top dose mostly 57 µM), for inactives: at the highest dose activity change, negative = inhibition, usual class: inhibitors | actives 0.72% (n = 360,000) | AID 1745845; note: potency is the fitted concentration of half-maximal effect; % is set by controls: 0 for no effect and ±100 for the full control effect; nearly all actives have a fitted effect of over 55% in size
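ATXN2-luciferase reporter cells (luciferase flanked by upstream and downstream ATXN2 gene portions) were treated 24 h at 37 °C with compounds at up to 57 uM. SteadyGlo luminescence gave expression; GF-AFC fluorescence gave viability.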
ATXN viability: reduces viability in counter-screen for ATXN expression inhibitors. Potency, µM (top dose mostly 56.7 µM), most hits filed as cytotoxic. actives 0.49% (n = 400,000). S2 cells (HEK-293 line with an ATXN2-luciferase reporter) viability, CellTiter-Fluor protease fluorescence, 24 h; note: potency is the fitted concentration of half-maximal effect; nearly all actives have a fitted effect of over 40% in size
* marks the source's active call; other numbers are inactive results; i = inactive; ? = inconclusive; . = not tested or not shown; [ ] = remark or other dose. Unless noted, calls come from the whole dose curve; as a rule, active = well fitted curve in the direction sought with a large enough effect; inconclusive = small, poorly fitted or top-dose-only effect, or another doubt; inactive = no such curve, though single readings can be large; an effect the other way counts as inactive or inconclusive.

SMILES	Nrf2 block	A549 viability	HepG2 tox	IL1B secr inh	TGFb inhibitor	Nrf2 ARE act	MCF10A rereplic	ATXN2 expr inh	ATXN viability
COc1cc(C(=S)N2CCOCC2)cc(OC)c1OC(=O)c1ccccc1Cl	.	.	-19.4%	26.8	-19.2%	-0.4%	.	.	i
Cc1ccc(S(=O)(=O)N2CCC(C(=O)Nc3ccc(S(=O)(=O)N4CCCC4)cc3)CC2)cc1	?	-2.0%	-13.8%	-8.7	-8.7%	2.7%	24.4%	-11.9%	i
O=C(CSc1nncn1-c1cccnc1)N(c1ccccc1)c1ccccc1	-0.2%	-1.8%	-1.8%	-17.4	0.4%	0.2%	18.9%	-7.8%	i
CCOc1ccc(NCc2cccn2-c2nnc(N3CCC(C(=O)NCCc4ccc(OC)c(OC)c4)CC3)s2)cc1	?	-18.7%	-29.5%	.	.	0.2%	.	.	.
COc1ccc(N=c2oc3cc(O)ccc3cc2C(=O)NCC2CCCO2)c(OC)c1 (stereo not given)	-16.0%	12.1%	-2.6%	-25.2	2.3%	0.0%	1.8%	-15.8%	.
CNc1nc(C)c([N+](=O)[O-])c(Nc2ccc(OC)cc2)n1	-0.6%	-2.6%	-0.3%	8.4	32.7%[activator]	0.7%	-2.0%	-5.0%	i
O=C(NCCCn1ccnc1)/C(=C\c1cccnc1)NC(=O)c1ccccc1Br	-4.5%	-10.9%	-2.0%	-0.8	13.3%	0.5%	7.5%	7.9%	i
C=CCNC(=S)Nc1ccc(OC)c(S(=O)(=O)N2CCOCC2)c1	7.2%	-1.0%	6.3%	-0.2	4.4%	-0.1%	-4.1%	0.8%	i
COc1ccc(OC)c(-c2nc(C)sc2CC(=O)O)c1	2.0%	5.8%	-8.2%	-1.3	-16.7%	0.4%	1.8%	-1.1%	i
O=C(Nc1ccccc1)c1ccccc1OS(=O)(=O)c1ccccc1	-11.8%	8.2%	-4.4%	-19.6	19.4%	1.6%	-1.3%	3.9%	i
CCCCn1nnnc1C(c1ccccc1)N1CCN(c2ncccc2C(F)(F)F)CC1 (stereo not given)	.	.	.	-51.1*	.	3.8%	.	?	?
O=C(CCN1C(=O)/C(=C/c2ccc(Cl)cc2)SC1=S)Nc1cccnc1	19.3%	2.4%	-7.4%	5.9	-3.1%	-0.8%	4.9%	-7.8%	i
CC(C)CC(=O)N1CC=CC[C@@H](c2ccc(Cl)cc2)N(Cc2ccc(Cl)cc2)C(=O)[C@@H]1Cc1ccccc1	10.6%	-2.5%	-37.5%	17.7	?	1.8%	-24.1%	-17.9%	?
COc1ccc(/C=C2/SC(=O)N(CCNC(=O)CC(NC(C)=O)c3ccccc3)C2=O)cc1 (stereo not given)	6.4%	1.3%	6.2%	-7.5	19.4%	-0.6%	-0.5%	32.8%	i
O=C1CN(C(=O)c2ccc(Cl)nc2)c2ccccc2N1	-7.9%	-0.3%	6.5%	2.9	26.2%	-0.6%	?	-23.1%	i
Nc1ccn([C@@H]2O[C@H](CNCC3=CCOc4ccc(O)cc43)[C@@H](O)[C@H]2O)c(=O)n1	.	.	1.2%	12.4	2.6%	-0.8%	.	7.7%	i
O=C(NCC(F)(F)F)c1ccc2sc([C@@H]3O[C@H](CO)[C@H](O)[C@H](O)[C@H]3O)nc2c1	.	.	0.4%	4.0	-2.1%	0.8%[9.22 µM]	.	7.8%	i
Cc1cc2cc(C)c3nnc(SCC(=O)Nc4ccc(S(=O)(=O)N5CCCCC5C)cc4)n3c2cc1C (stereo not given)	4.0%	0.7%	12.6%	8.2	0.0%	4.8%	-4.5%	5.3%	i
CCCCn1c(-c2csc(CCC)c2)n[nH]c1=S	-14.7%	1.6%	-3.9%	2.4	-3.1%	0.0%	-31.8%[inhibitor]	5.6%	i
COc1cc(NS(=O)(=O)c2ccc(NC(=O)c3ccc([N+](=O)[O-])cc3)cc2)ncn1	1.9%	-3.0%	15.8%	1.5	7.8%	-0.6%	-2.2%	-1.3%	i
COc1ccc(OC2CCN(S(=O)(=O)c3ccccc3)CC2)cc1	-12.8%	3.3%	-1.1%	15.5	?	0.4%	6.2%	?	i
CN1CCCC(OC(=O)c2ccc3c(c2)OCCO3)C1 (stereo not given)	12.9%	-13.6%	1.4%	-4.7	-17.0%	4.4%	-0.7%	13.6%	?
CCC(O)C1CCN(Cc2cn(-c3ccc(OC)cc3)nc2-c2cccc(F)c2)CC1 (stereo not given)	-5.8%	-10.5%	-21.5%	-60.7*	?	7.1%	8.8%	-1.8%	i
CC(C)CN(C(=O)c1ccc2c(c1)OCCO2)c1c(N)n(Cc2ccccc2)c(=O)[nH]c1=O	9.6%	-4.3%	2.5%	4.8	-29.0%	-0.3%	-1.5%	14.4%	i
COc1cccc([C@@H]2CC=C(C(=O)O)[C@H](c3ccc(Cl)cc3)N2S(=O)(=O)c2ccc(C)cc2)c1	-15.8%	-6.2%	2.4%	19.9	?	0.8%	-33.6%[inhibitor]	3.4%	i

Next section; the last 2 above are carried over.
SMILES	Nrf2 block	A549 viability	HepG2 tox	IL1B secr inh	TGFb inhibitor	Nrf2 ARE act	MCF10A rereplic	ATXN2 expr inh	ATXN viability
CC(C)CN(C(=O)c1ccc2c(c1)OCCO2)c1c(N)n(Cc2ccccc2)c(=O)[nH]c1=O	9.6%	-4.3%	2.5%	4.8	-29.0%	-0.3%	-1.5%	14.4%	i
COc1cccc([C@@H]2CC=C(C(=O)O)[C@H](c3ccc(Cl)cc3)N2S(=O)(=O)c2ccc(C)cc2)c1	-15.8%	-6.2%	2.4%	19.9	?	0.8%	-33.6%[inhibitor]	3.4%	i
CN(O)/C=N/C(=S)Nc1ccc(Cl)cc1Cl	-12.1%	-10.2%	-34.7%	-0.5	?	3.3%	1.7%	-5.1%	i
Cc1cc(C)n(-c2nnc(C)n2/N=C/c2ccccc2O)n1	-0.7%	1.0%	-1.2%	23.3	2.4%	-0.2%	-6.0%	-1.6%	i
C[C@H](CO)N1C[C@H](C)[C@@H](CN(C)S(=O)(=O)c2ccccc2F)Oc2ncc(Br)cc2C1=O	.	.	13.4%	13.7	4.6%	-0.3%	.	1.7%	?
Cc1nn(C)c(-c2n[nH]c(=S)n2-c2ccccc2)c1Cl	3.9%	-8.3%	3.7%	19.5	1.3%	-0.1%	-3.5%	25.9%	i
CC(C)CCn1c(=O)c2c(nc3n2CCCN3Cc2ccccc2)n(C)c1=O	?	-0.1%	-33.0%	?	0.0%	3.2%	6.8%	-28.8%	i
CCOC(=O)c1snc(-c2ccc(F)cc2)c1N	1.9%	5.6%	2.5%	-8.5	-15.9%	0.2%	-0.6%	42.9%[activator]	i
CCCOc1ccccc1N/C(=N/c1nc(C)cc(C)n1)NC(=O)Nc1ccc(Cl)cc1	-4.3%	-1.5%	1.6%	3.0	-9.3%	-0.6%	1.7%	4.6%	i
CN1CCN(S(=O)(=O)c2cccc(C(=O)NCc3ccccc3Cl)c2)CC1	-9.4%	13.0%	-5.6%	-9.4	6.2%	2.6%	1.3%	5.0%	i
FC(F)(F)c1nc2ccccc2n1CCNc1nc(CN2CCCCC2)cs1	1.8%	5.8%	-1.5%	50.8	6.5%	-0.4%	4.9%	4.4%	i
O=C1CCCN1CCc1cccc2ccccc12	0.0%	1.5%	-4.0%	-1.3	-9.6%	2.8%	7.1%	2.9%	i
O=S(=O)(c1cccc(-c2csc(-c3cccnc3)n2)c1)N1CCOCC1	-6.3%	2.1%	17.8%	?	9.6%	0.2%	-10.6%	?	i
COc1ccc(NC(=O)CN(C)C(=O)c2cccc(S(=O)(=O)N3CCCc4ccccc43)c2)cc1	-1.2%	-11.9%	-0.2%	8.6	-23.0%	3.4%	0.2%	9.6%	i
Cc1cc(OCC(=O)NC(Cc2c[nH]c3ccc(O)cc23)C(=O)O)c2c(C)c(C)c(=O)oc2c1 (stereo not given)	-4.7%	-1.1%	0.0%	11.5	-8.8%	0.1%	-10.7%	-2.3%	i
COc1cc(S(=O)(=O)N2CCN(Cc3cccs3)CC2)ccc1NC(C)=O	0.0%	2.2%	-24.2%	-0.6	?	0.4%	-6.6%	4.8%	i
CCOc1ccc(NC(=O)CSc2nc3[nH]ncc3c(=O)[nH]2)cc1	-6.4%	-1.6%	-12.9%	8.6	43.8%[activator]	0.3%	-0.4%	-1.9%	i
NS(=O)(=O)c1ccc(NC(=S)NC(=O)/C=C/c2cccs2)cc1	5.1%	-5.2%	2.1%	-5.3	16.3%	2.3%	-3.6%	4.1%	i
COc1ccc(CCNC(C(=O)Nc2cc(C)cc(C)c2)c2ccccc2)cc1 (stereo not given)	?	-19.7%	-31.1%	?	-22.4%	4.2%	?	1.8%	i
COc1ccccc1NC(=O)C(C)Sc1nnc2ccccn12 (stereo not given)	0.2%	0.3%	1.2%	-3.4	9.8%	2.6%	-14.0%	.	i
C(=C\c1ccccc1)/C=N/Nc1nc(N2CCOCC2)nc(N2CCOCC2)n1	1.2%	-5.5%	2.0%	-7.3	4.4%	-1.4%	1.7%	8.3%	?
Cn1c(N/N=C\c2cccc(O)c2)cc(=O)n(C)c1=O	-1.8%	-3.1%	4.8%	24.2	-2.7%	16.7%	-1.8%	1.5%	i
COc1ccc(OC)c(-c2nc3c(C#N)c[nH]n3c2NC2CCCCC2)c1	-26.6%	-1.7%	-12.6%	.	?	6.4%	.	5.6%	i
O=C(Nc1nnc(CCS(=O)(=O)c2ccc3ccccc3c2)s1)c1cccs1	-2.4%	0.2%	-23.2%	0.7	1.2%	1.7%	4.2%	4.2%	i
CC1(C(=O)NS(=O)(=O)c2cccc(OC(F)F)c2)CCN1C(=O)c1ccco1 (stereo not given)	.	.	6.4%	5.6	20.9%	-1.0%[9.22 µM]	.	9.0%	i
O=C(Nc1ccc(C(=O)O)cc1)Nc1ccc([N+](=O)[O-])cc1	11.9%	-10.7%	11.6%	7.1	0.3%	-0.3%	4.1%	17.0%	i
